EPAC2 antag = blocks human EPAC2 exchange factor; EPAC2 GEF exchange of Rap1B-BODIPY-GDP, fluorescence; Potency, µM (series often up to 114 µM), for inactives: top-dose activity, negative = inhibition, hits mostly inhibitors; hit rate 0.18% among 360,000; AID 720708; further: potency means the concentration at half of the fitted maximal effect; on the % scale 0 is the no-effect control and ±100 the full control effect; nearly all actives have a fitted effect of over 45% in size; many of its hits are not listed in these tables
Mm-Cpn inhibitor = M. maripaludis TRiC chaperonin inhibition. AID 504842. Potency, µM (highest dose often 76.9 µM), inactives show at the top dose activity, negative = inhibition, hits mostly inhibitors. purified Mm-Cpn ATPase, ADP Transcreener TR-FRET. hit rate 0.031% among 330,000; further: potency means the concentration at half of the fitted maximal effect; on the % scale 0 is the no-effect control and ±100 the full control effect; nearly all actives have a fitted effect of over 80% in size
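Quantitative HTS used 25 nM Mm-CPN and 10 uM ATP in magnesium/KCl Tris buffer, pH 7.4, with 1 mM DTT. Hydrolysis ran 30 min at 37°C; ADP was read by HTRF.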
D3 antag = D3 dopamine receptor (human) antagonism. D3R cells, DiscoveRx beta-arrestin luminescence, antagonist mode; hits give low values. max response, negative = inhibition, %. AID 652054. hit rate 2.5% among 360,000; in the data active means max response below about -50%; inconclusive means no clear call, values can overlap the other calls; further: on the % scale 0 is the no-effect control and ±100 the full control effect; mostly tested at two doses, the higher about 12 µM
Target sequence (P35462 whole entry, looked up): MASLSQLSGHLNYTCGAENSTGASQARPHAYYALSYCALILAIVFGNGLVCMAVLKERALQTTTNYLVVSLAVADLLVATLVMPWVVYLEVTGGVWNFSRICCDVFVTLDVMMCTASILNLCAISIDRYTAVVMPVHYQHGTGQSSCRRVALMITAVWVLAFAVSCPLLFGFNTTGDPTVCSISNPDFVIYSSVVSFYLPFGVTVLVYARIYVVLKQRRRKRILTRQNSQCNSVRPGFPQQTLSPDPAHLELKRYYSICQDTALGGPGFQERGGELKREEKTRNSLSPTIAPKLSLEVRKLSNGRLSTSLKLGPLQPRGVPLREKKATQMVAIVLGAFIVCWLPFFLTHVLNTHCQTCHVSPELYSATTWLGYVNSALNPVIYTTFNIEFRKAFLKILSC
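Cells plated overnight at 1500 cells/well, then exposed to library compounds with dopamine controls for 90 minutes at 37 degrees C. DiscoveRx reagent added for 30–60 minutes at room temperature; luminescence read, quantitative HTS format.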
CCT modulator = cytosolic chaperonin activity modulation; purified chaperonin ATPase assay, HTRF ADP detection, 30 min; activity change, % (concentration not given with the values), hits read low; hit rate 0.3% among 360,000; AID 651819; in the data active means activity change below about -30%; further: on the % scale 0 is the no-effect control and ±100 the full control effect
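Enzyme 40 or 20 nM (batch-dependent) in Tris pH 7.4/KCl/MgCl2/DTT; cpd 76 uM single point; ATP 10 uM; 30 min 37 °C; Transcreener ADP HTRF detection, 30 min RT; ratio 665/615.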
EPAC2 ag = activates human EPAC2 exchange factor. hit rate 0.079% among 360,000. Potency, µM (top dose mostly 154 µM), inactives show at the highest dose activation, usual class: activators. Q8WZA2. EPAC2 activation, biochemical qHTS; response scale: 100% = 6.5 mM cAMP response; further: potency means the concentration at half of the fitted maximal effect; nearly all actives have a fitted effect of over 50% in size
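Fluorescence exchange assay: 100 nM EPAC2 with 250 nM RAP1B-BODIPY-GDP and 50 uM GDP; compounds tested as a concentration-titration series (qHTS). Loss of Rap1-bound BODIPY-GDP fluorescence read at 480/540 nm; data normalized to 6.5 mM cAMP.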
PTHR1 ag = activates the human parathyroid hormone receptor PTHR1. Potency, µM (titrated, usually from 115 µM), inactives show at the highest dose activation, most hits filed as activators. HEK293 GP2 PTHR1 cells, GloSensor cAMP luminescence, 1 h. Q03431. hit rate 0.075% among 410,000. AID 743266; further: potency means the concentration at half of the fitted maximal effect; nearly all actives have a fitted effect of over 55% in size; some results filed as inactive show a strong effect at the top dose; inactives centre near -15; many of its hits are not listed in these tables
Target sequence (Q03431 whole entry, looked up): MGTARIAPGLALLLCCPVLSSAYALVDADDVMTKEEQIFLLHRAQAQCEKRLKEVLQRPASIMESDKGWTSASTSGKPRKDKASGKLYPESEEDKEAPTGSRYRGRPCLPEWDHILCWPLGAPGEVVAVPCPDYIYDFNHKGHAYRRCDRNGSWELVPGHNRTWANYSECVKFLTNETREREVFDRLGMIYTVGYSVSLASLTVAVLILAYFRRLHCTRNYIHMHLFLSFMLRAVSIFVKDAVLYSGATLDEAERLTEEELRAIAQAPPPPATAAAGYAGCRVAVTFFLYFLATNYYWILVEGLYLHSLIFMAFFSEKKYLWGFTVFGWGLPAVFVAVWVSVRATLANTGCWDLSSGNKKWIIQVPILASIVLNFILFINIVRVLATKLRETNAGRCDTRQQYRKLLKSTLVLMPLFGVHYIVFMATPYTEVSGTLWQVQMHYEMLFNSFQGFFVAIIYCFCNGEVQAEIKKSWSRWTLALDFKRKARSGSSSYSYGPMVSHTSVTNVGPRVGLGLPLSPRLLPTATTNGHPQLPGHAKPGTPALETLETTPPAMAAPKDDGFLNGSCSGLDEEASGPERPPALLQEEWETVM
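HEK-293-derived GP2 cells expressing PTHR1 and a GloSensor cAMP reporter, 3,000/well, plated overnight, given luciferin plus IBMX (each 0.5 mM as added) for 1 h at 37 °C, then compound for 1 h at 37 °C. Luminescence was read after 15 min at room temperature.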
D3 ag = activates the human D3 dopamine receptor | D3R DiscoveRx beta-arrestin cells, luminescence, 90 min | max activation, % | hit rate 0.58% among 410,000 | AID 652048; in the data active means max activation above about 30%; further: 0% is about no effect; mostly tested at two doses, the higher about 12 µM
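Agonist-mode cell screen: cells plated at 1500/well and incubated overnight at 37 °C, then exposed to library compounds for 90 min at 37 °C. Detection reagent was added for 30–60 min at room temperature, and luminescence was read.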
pAkt inh = inhibitors of Akt phosphorylation. Neuro2A IGF-stimulated pAkt S473 HTRF, 20 min; hits give low values. activity change, % for hits at 50 µM. hit rate 0.32% among 360,000. AID 651550; in the data active means activity change below about -80%; inconclusive means mostly about -51% to -80%; further: on the % scale 0 is the no-effect control and ±100 the full control effect
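Single-point screen (50 µM final compound) in Neuro2A cells stimulated 20 min with 6 nM IGF at 37 deg C. After lysis, Ser473-phosphorylated Akt read by HTRF (ex 330 nm, em 615/665 nm) as the 665/615 ratio.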
* marks the source's active call; other numbers are inactive results; i = inactive; ? = inconclusive; . = not tested or not shown; & = joins results of further samples; [ ] = dose if it differs, or a comment. Unless noted, the call rests on the fitted dose curve; in most records, active means well fitted curve in the direction sought with a large enough effect; inconclusive means small, poorly fitted or top-dose-only effect, or another doubt; inactive means no such curve, though single readings can be large; an effect the other way counts as inactive or inconclusive. An excerpt, so the mix of outcomes need not match the whole.

SMILES	EPAC2 antag	Mm-Cpn inhibitor	D3 antag	CCT modulator	EPAC2 ag	PTHR1 ag	D3 ag	pAkt inh
CCOc1ccc(-c2cc(CCCC(=O)NCCc3ccc(OC)c(OC)c3OC)no2)cc1	4%	-1%	12	-2.3	-21%	i	28	i
NC(=O)c1nc(N2CCOCC2)nc(N2CCOCC2)n1	7%	-1%	-19	-1.1	-7%	-5%	0	i
COc1ccc(CNC(=O)CCS(=O)(=O)Cc2cccc(Cl)c2)c(OC)c1	13%	5%	-2	0.1	-3%	-14%	-7	i
COc1ccccc1CNC(=O)CNC(=O)c1ccc(Br)o1	14%	1%	15	-0.6	0%	-20%	4	i
Cc1cc2cc(CN3C(=O)c4ccccc4C3=O)ccc2n1C	3%	-5%	-5	-0.6	2%	-13%	-1	i
Cn1cc([C@]2(O)C(=O)Nc3cccc(Cl)c32)c2ccccc21	-28%	.	21	.	-2%	i	3	i
CC1(C(=O)Nc2cnc3ccccc3c2)CCN1CCOc1ccccc1 (configuration not stated)	-9%	.	0	-0.7	8%	i	0	i
CCCN(CCC)CCCNC(=O)C1CCN(S(=O)(=O)c2cccc3nsnc23)CC1	5%	-1%	5	-1.4	10%	-47%[inhibitor]	13&-11	i
CC(=O)n1c(C=Nc2ccccc2)c(O)c2ccccc21	148%[activator]	-2%	17	-0.5	-195%[inhibitor]	i	2	i
Cc1cc(C)c(NC(=O)OCCN2CCOCC2)c(C)c1	4%	1%	-60*	0.6	-9%	i	-7	i
COc1ccc(OC)c(NS(=O)(=O)c2ccc(N3CCCC3=O)cc2)c1	0%	1%	71	1.4	3%	-5%	2	-115%*
O=C1C=C(c2cccnc2)CCC1	0%	.	7	-0.6	3%	-15%	-7	i
COc1ccccc1NC(=O)c1ccc(NS(=O)(=O)c2ccc(F)c(Cl)c2)cc1	-6%	1%	-3	0.4	10%	i	1	i
CCOc1ccc(-c2nc(CSCC(=O)N3CCN(C(=O)c4ccco4)CC3)c(C)o2)cc1	-4%	1%	4	0.4	-3%	-9%	7	i
O=C(O)/C=C/C(=O)NNC(=O)c1cccc(Br)c1	17%	2%	13	-0.5	9%	-8%	-2	i
COC(=O)c1ccc(C(=O)OC)c(-n2c(=O)c3ccccc3c3ccccc3c2=O)c1	0%	-3%	?	1.4	23%	-23%	5	i
CC(C)(C)c1ccc(C(=O)CC(Sc2ccc(Cl)cc2)C(=O)O)cc1 (configuration not stated)	-6%	1%	-64*	-8.8	-5%	-42%[inhibitor]	-17	i
CC(C)(C)NC(=O)CN1C(=O)NC(c2ccccc2)(c2ccccc2)C1=O	0%	-1%	-11	1.2	-4%	i	-3	i
COC(=O)c1sccc1NC(=O)Nc1ccc(F)cc1	2%	-2%	14	0.3	3%	-18%	2	i
COc1ccccc1N1CCN(CCCCNC(=O)c2ccc3ccccc3c2)CC1	17%	-1%	.	0.6	0%	-9%	.	i
CC(C)Oc1cccc(C(=O)N/N=C/c2coc3ccccc3c2=O)c1	-11%	3%	-3	-0.9	1%	i	10	i
C/C(=N\NS(=O)(=O)c1ccccc1)c1ccc2c(c1)OCCO2	13%	-3%	2	-1.1	2%	i	0	i
CN1CCN(c2ccccc2/C=N/NC(=O)c2cccnc2)CC1	15%	-21%	-50*	0.7	8%	-22%	-18	i
CCCN1C(C)C(C(=O)OCC)=CN(Cc2ccc(Br)cc2)S1(=O)=O (configuration not stated)	-16%	4%	-4	0.0	11%	-10%	4	i
CC12CCC(CC1O)C2C(=O)O (configuration not stated)	2%	.	-12	-0.7	7%	i	-3	i
O=C(CNC(=O)c1ccc(F)cc1)N/N=C/c1cn[nH]c1-c1ccccc1	0%	0%	13	-2.9	4%	-19%	3	i
COc1ccc(C)cc1S(=O)(=O)N(C)CC(=O)NC1CCCCCC1	21%	1%	12	-4.9	-4%	i	-14	i
CC1CCCCC1NC(=O)CCS(=O)(=O)c1ccc(Cl)cc1 (configuration not stated)	9%	1%	10	-0.2	-9%	-4%	7	i
N#Cc1c(N)nc(SCC(=O)NCCc2ccccc2)c(C#N)c1-c1cccs1	-1%	-13%	0	-22	9%	i	-12	-89%*
CN1CCC(OC(=O)c2cccc(Cl)c2)CC1	5%	0%	-3	3.0	2%	i	-8	i

2 entries from above, with each value named.
> COC(=O)c1ccc(C(=O)OC)c(-n2c(=O)c3ccccc3c3ccccc3c2=O)c1
- EPAC2 antag = 0%
- Mm-Cpn inhibitor = -3%
- D3 antag = ?
- CCT modulator = 1.4
- EPAC2 ag = 23%
- PTHR1 ag = -23%
- D3 ag = 5
- pAkt inh = i

> CN1CCN(c2ccccc2/C=N/NC(=O)c2cccnc2)CC1
- EPAC2 antag = 15%
- Mm-Cpn inhibitor = -21%
- D3 antag = -50*
- CCT modulator = 0.7
- EPAC2 ag = 8%
- PTHR1 ag = -22%
- D3 ag = -18
- pAkt inh = i

Continued.
SMILES	EPAC2 antag	Mm-Cpn inhibitor	D3 antag	CCT modulator	EPAC2 ag	PTHR1 ag	D3 ag	pAkt inh
CCOc1cc(N2CCOCC2)c(OCC)cc1NC(=O)c1ccc2ncsc2c1	-8%	-1%	5	0.1	-2%	i	4	i
COc1cc(OC)cc(C(=O)NCc2nc(-c3ccccc3)no2)c1	-6%	4%	9	-2.0	12%	-8%[57.5 µM]	5	i
C=CCn1c(=NC(=O)c2cc(-c3cccs3)nc3ccccc23)sc2cc(S(N)(=O)=O)ccc21	-5%	?	13	0.2	4%	i	-2	i
O=C(NCCNC1CCC(c2ccccc2)CC1)c1cccs1 (configuration not stated)	-7%	4%	-54*	-9.2	4%	i	-11	i
COC(=O)CSc1nnc(NC(=O)c2ccc3c(c2)OCO3)s1	4%	2%	1	2.3	12%	i	5	i
O=C(Nc1ccc2c(c1)C(=O)NC2=O)c1ccc(Cl)s1	27%	1%	0	-15	23%	-5%	-7	i
Cc1nc(C(N)=O)c(N)n1CCc1ccccc1	25%	0%	-13	-4.0	13%	-24%	-15	i
Cc1ccc(N(CC(=O)NC2CCCC2)C(=O)c2c(C)noc2C)cc1C	5%	-1%	13	-0.3	-13%	i	-4	i
CC1CCC2(CC1)NC(=O)N(NC(=O)C1CCN(C(=O)c3ccc(Cl)cc3)CC1)C2=O (configuration not stated)	1%	0%	0	-1.7	5%	-16%	16	i
O=C(Nc1cc(S(=O)(=O)N2CCOCC2)ccc1Cl)C(=O)c1c(-c2ccccc2)cc2ccccn12	-1%	-1%	12	-3.4	5%	i	0	.
COc1ccc(C(C)=O)c2c(O)cccc12	-11%	-2%	-10	1.3	7%	?	6	i
N#Cc1ccc(CSc2nnc(-c3cnccn3)o2)cc1	13%	-1%	24	-1.3	-7%	i	4	i
Cc1cccc(-c2nnc(SCC(=O)O)n2Cc2ccccc2)c1	-3%	1%	19	3.0	7%	i	1	i
COc1ccc(C(CC(=O)Nc2ccccn2)N2Cc3ccccc3C2=O)cc1OC (configuration not stated)	2%	1%	-12	-1.2	9%	-10%	-3&1	i
N=C1C(c2nc3ccccc3s2)=C(O)CN1Cc1ccccc1	0%	0%	?	-3.4	0%	-3%[57.5 µM]	-7	i
C=CCn1cc(C(=O)NCCCN(CC)CC)c(=O)c2cc(S(=O)(=O)N3CCC(C)CC3)ccc21	-2%	-1%	-21	-1.0	2%	i	-6	i
Nc1nc(-c2cc(-c3ccccc3)no2)cs1	3%	-4%	3	-2.4	3%	-38%[inhibitor]	0	i
C#Cc1ccc([C@H]2C=C(C(=O)NC3CC3)O[C@@H](OCC)[C@@H]2CCCO)cc1	8%	.	0	-1.1	5%	i	11	i
COc1ccc(-c2nc(CS(=O)(=O)CC(=O)NCCc3cc(OC)ccc3OC)c(C)o2)cc1	-5%	0%	-24	-0.7	12%	i	0	i
CC(=O)c1cccc(NC(=O)c2cc(=O)c3ccccc3o2)c1	9%	0%	5	-0.3	0%	-5%	3	i
COCC(C)NC(=O)c1cccc(Cl)c1 (configuration not stated)	-1%	.	18	-0.2	4%	i	1	-114%*
CC(=O)N1CCN(S(=O)(=O)c2ccc(S(=O)(=O)NCC(C)C)cc2)CC1	-12%	-2%	4	-3.3	6%	?	9	i
O=C(NC1CCSc2ccccc21)c1ccc([N+](=O)[O-])cc1 (configuration not stated)	12%	1%	8	0.8	9%	-16%	-12	i
CC(C)CN(C(=O)COC(=O)CCSc1ccc(Cl)cc1)c1c(N)n(Cc2ccccc2)c(=O)[nH]c1=O	4%	.	-25	-0.1	-9%	i	1	i
C[C@H](NC(=O)c1ccc2c(c1)OCO2)c1nnc2ccccn12	1%	-2%	-9	-0.8	7%	i	-13	i
CC(C)C[C@@H](CO)NS(=O)(=O)c1c(F)cccc1F	-3%	.	-13	-0.8	-1%	i	9	i
CCOC(=O)c1c(/N=C/c2cc(OC)cc([N+](=O)[O-])c2O)sc(C)c1C	-22%	-2%	-71*	1.1	-8%	i	-16	i
CCc1c(C)nc2ncnn2c1N1CCC(C(=O)NCc2cccc(OC)c2)CC1	-3%	1%	28	-20	7%	i	10	.
O=C(COc1ccccc1)Nc1nnc(S(=O)(=O)N2CCCCCC2)s1	0%	-1%	-18	0.2	3%	-1%	-5&-9	i
CC(C)=N/N=C(\c1cccc([N+](=O)[O-])c1)C12CN3CN(CN(C3)C1)C2	1%	-9%	4	-0.2	0%	i	2	i
CCCc1nc2oc3c(NCCOCCO)ncnc3c2c2c1COC(C)(C)C2	10%[57.1 µM]	-3%	12	-4.1	-4%	13%[57.5 µM]	6	i
Cc1ccccc1NC(=O)Cc1nc(COC(=O)c2ccccn2)cs1	13%	-3%	-10	2.4	-3%	-24%	-3	i
CC1CSc2nc3sc4c(c3c(=O)n21)CCCC4 (configuration not stated)	-1%	0%	26	-1.8	-11%	-5%	4	i
O=C(O)C1=CC2C=C(Cl)C=CC2OC1=O (configuration not stated)	-3%	.	39	1.2	11%	i	2	i
O=C(CS(=O)c1cccc(Cl)c1)Nc1ccccc1Cl (configuration not stated)	9%[57.1 µM]	1%	-17	-0.9	8%	-2%[57.5 µM]	1	i
Cc1nc2sc(C(c3ccccc3)N3CCN(c4ccccc4F)CC3)c(O)n2n1 (configuration not stated)	-10%	0%	?	-1.2	4%	-15%[57.5 µM]	2	i

In the list so far, 2 have a cyano group.
SMILES	EPAC2 antag	Mm-Cpn inhibitor	D3 antag	CCT modulator	EPAC2 ag	PTHR1 ag	D3 ag	pAkt inh
N#Cc1c(N)nc(SCC(=O)NCCc2ccccc2)c(C#N)c1-c1cccs1	-1%	-13%	0	-22	9%	i	-12	-89%*
N#Cc1ccc(CSc2nnc(-c3cnccn3)o2)cc1	13%	-1%	24	-1.3	-7%	i	4	i
